DRD3 antagonist: blocks the human D3 dopamine receptor; P35462; D3R cells, DiscoveRx beta-arrestin luminescence, antagonist mode; hits give low values; hit rate 2.5% among 360,000; max response, negative = inhibition, %; in the data active means max response below about -50%; inconclusive means no clear call, values can overlap the other calls; further: on the % scale 0 is the no-effect control and ±100 the full control effect; mostly tested at two doses, the higher about 12 µM
Target sequence (P35462 whole entry, looked up): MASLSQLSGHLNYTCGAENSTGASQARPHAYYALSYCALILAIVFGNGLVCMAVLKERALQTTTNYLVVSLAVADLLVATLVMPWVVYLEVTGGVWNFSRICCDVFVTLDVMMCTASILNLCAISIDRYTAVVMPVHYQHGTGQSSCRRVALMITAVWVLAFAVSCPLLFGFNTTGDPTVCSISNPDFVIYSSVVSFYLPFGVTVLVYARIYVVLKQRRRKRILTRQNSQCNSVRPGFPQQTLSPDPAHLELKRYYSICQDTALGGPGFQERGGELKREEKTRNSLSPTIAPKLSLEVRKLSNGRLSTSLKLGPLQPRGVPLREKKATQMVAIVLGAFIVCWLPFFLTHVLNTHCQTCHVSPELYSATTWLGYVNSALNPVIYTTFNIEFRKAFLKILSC
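Cells expressing the human receptor were seeded at 1500 cells/well, incubated overnight at 37 degrees C in 5% CO2, then exposed to library compounds with dopamine controls for 90 minutes at 37 degrees C before luminescent detection.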
pAkt inh: blocks phosphorylation of Akt; Neuro2A IGF-stimulated pAkt S473 HTRF, 20 min; hits give low values; hit rate 0.32% among 360,000; activity change, % for hits at 50 µM; AID 651550; in the data active means activity change below about -80%; inconclusive means mostly about -51% to -80%; further: on the % scale 0 is the no-effect control and ±100 the full control effect
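Neuro2A cells in DMEM with 0.5% FBS, overnight at 37 deg C, given compound at single 50 µM final, then IGF (6 nM final) for 20 min at 37 deg C. Lysed; phospho-Akt Ser473 by HTRF after 24 h, 665/615 ratio.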
aSyn yeast inh: inhibitors of alpha-synuclein toxicity in yeast. AID 652106. hit rate 0.14% among 370,000. Yeast expressing alpha-synuclein, growth rescue, BacTiter-Glo, 24 h. Potency, µM (top dose mostly 46.1 µM), for the others: top-dose growth rescue (activation), most hits filed as activators; further: potency means the concentration at half of the fitted maximal effect; % of control where 0% means no effect; nearly all actives have a fitted effect of over 65% in size
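Rescue of yeast growth: cells expressing toxic alpha-synuclein, induced in galactose at OD600 0.02, incubated with compound 24 h at 30 C. ATP luminescence quantified growth; inhibitors of toxicity appear as activators.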
TDP43 rescue: TDP-43 toxicity inhibition in yeast | TDP-43 expressing yeast growth rescue, BacTiter-Glo, 24 h | hit rate 1.8% among 410,000 | AID 652104 | Potency, µM (highest dose often 46.1 µM), for inactives: top-dose growth rescue (activation), hits mostly activators; further: potency means the concentration at half of the fitted maximal effect; % of control where 0% means no effect; nearly all actives have a fitted effect of over 50% in size
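Readout is BacTiter-Glo luminescence of cell growth, so inhibitors register as activators. TDP-43-expressing yeast at OD600=0.02 in galactose medium, after raffinose pregrowth to mid-log, were incubated with compound for 24 hr at 30 deg C.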
GLP1R inv ag: GLP-1 receptor (human) inverse agonism; Potency, µM (series often up to 38.3 µM), without a hit: top-dose activity change, negative = inhibition, usual class: inhibitors; AID 624417; HEK293 GLP-1R CRE-luciferase, luminescence, 24 h; GLP-1R form is constitutively active; hit rate 1.6% among 410,000; further: potency means the concentration at half of the fitted maximal effect; on the % scale 0 is the no-effect control and ±100 the full control effect; nearly all actives have a fitted effect of over 55% in size
Target sequence (P43220 whole entry, looked up): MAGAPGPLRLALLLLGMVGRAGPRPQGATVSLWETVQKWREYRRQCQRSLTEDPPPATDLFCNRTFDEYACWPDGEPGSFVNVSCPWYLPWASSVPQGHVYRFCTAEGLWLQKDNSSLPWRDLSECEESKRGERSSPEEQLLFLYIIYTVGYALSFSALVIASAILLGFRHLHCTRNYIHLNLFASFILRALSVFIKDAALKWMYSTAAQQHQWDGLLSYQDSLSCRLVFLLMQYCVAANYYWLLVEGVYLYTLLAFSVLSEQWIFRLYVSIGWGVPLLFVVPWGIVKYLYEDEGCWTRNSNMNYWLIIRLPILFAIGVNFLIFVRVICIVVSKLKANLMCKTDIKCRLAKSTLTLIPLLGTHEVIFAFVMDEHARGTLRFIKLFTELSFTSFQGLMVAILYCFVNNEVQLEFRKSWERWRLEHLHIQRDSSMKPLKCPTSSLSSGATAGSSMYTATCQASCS
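Assay principle: reduced luminescence from a cAMP-responsive reporter in HEK293 cells co-expressing a constitutively active GLP-1R. Conditions: 24 hr compound incubation, 37 deg C, 5% CO2.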
FUS suppressor: rescues growth of FUS-expressing yeast. S. cerevisiae FUS-expressing, growth rescue, OD600, 24 h. Potency, µM (series often up to 76.6 µM), for inactives: at the top dose growth rescue (activation), hits mostly activators. hit rate 0.24% among 390,000. AID 1347120;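 further: potency means the concentration at half of the fitted maximal effect; plate controls were DMSO vehicle for no effect and reference control for full effect; nearly all actives have a fitted effect of over 55% in size; some results filed as inactive show a strong effect at the top dose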
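Read-out: OD at 600 nm after 24hr at 30C, reporting rescue of FUS-induced yeast toxicity. Cells at OD 0.005 in galactose (2%) minimal medium; compounds tested in a dilution series; CP55940 titration from 92uM final as control.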
Abeta yeast res: restores growth of yeast expressing A-beta42 peptide; yeast expressing A-beta42, growth rescue, OD600, 48 h; response scale: 0% DMSO, 100% iron-clioquinol control; hit rate 0.063% among 410,000; AID 1347071; Potency, µM (top dose mostly 46.1 µM), inactives show at the top dose growth rescue, hits mostly activators; further: potency means the concentration at half of the fitted maximal effect; nearly all actives have a fitted effect of over 55% in size
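Yeast growth medium received pinned compounds, then yeast cells expressing toxic A-beta were added; plates incubated at 30 C for 48 hr. Growth read as absorbance at 600 nm, normalized to DMSO and equimolar FeCl3 plus clioquinol controls.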
GLP1R ag: GLP-1 receptor (human) agonism; P43220; HEK293 GLP-1R CRE-luciferase, luminescence, 4-6 h; cells express a hypersensitive GLP-1R form; Potency, µM (top dose mostly 45.6 µM), for inactives: at the highest dose activation, hits mostly activators; hit rate 0.007% among 380,000; further: potency means the concentration at half of the fitted maximal effect; % of control where 0% means no effect
PTHR1 agonist: activates the human parathyroid hormone receptor PTHR1; Potency, µM (series often up to 115 µM), for inactives: top-dose activation, most hits filed as activators; Q03431; hit rate 0.075% among 410,000; HEK293 GP2 PTHR1 cells, GloSensor cAMP luminescence, 1 h; further: potency means the concentration at half of the fitted maximal effect; nearly all actives have a fitted effect of over 55% in size; some results filed as inactive show a strong effect at the top dose; inactives centre near -15; many of its hits are not listed in these tables
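HEK-293-derived GP2 cells expressing PTHR1 and a GloSensor cAMP reporter, 3,000/well, plated overnight, given luciferin plus IBMX (each 0.5 mM as added) for 1 h at 37 °C, then compound for 1 h at 37 °C. Luminescence was read after 15 min at room temperature.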
Numbers without * were called inactive; i = inactive; ? = inconclusive; nt = not tested or not shown; & = joins results of further samples; [ ] = remark or other dose. Unless noted, the call rests on the fitted dose curve; in most records, active means well fitted curve in the direction sought with a large enough effect; inconclusive means small, poorly fitted or top-dose-only effect, or another doubt; inactive means no such curve, though single readings can be large; an effect the other way counts as inactive or inconclusive. A portion of the library. The share of hits here may be higher or lower than overall.

SMILES	DRD3 antagonist	pAkt inh	aSyn yeast inh	TDP43 rescue	GLP1R inv ag	FUS suppressor	Abeta yeast res	GLP1R ag	PTHR1 agonist
COc1ccc(C2CC(=O)c3c([nH]c(C(=O)OCc4ccccc4)c3C)C2)cc1 (stereo unspecified)	nt	nt	nt	18%	-1%	-15%	-4%	nt	i
O=C(NCc1ccccc1)C(C1CC1)n1c(-c2cccs2)nc2ccccc21 (stereo unspecified)	-8	i	5%	16%	-6%	8%	-9%	nt	i
Cc1oc(-c2cccc3ccccc23)nc1CN1CCC[C@H]1CO	-9	i	7%	9%	?	-6%	10%	16%	-4%
COc1ccccc1CNC(=O)COC(=O)C1CCN(S(=O)(=O)c2ccccc2)CC1	0	i	4%	13%	31%	13%	15%	-1%	i
O=C(OCc1nc2ccccc2s1)c1ccc([N+](=O)[O-])o1	-5	i	-10%	-66%[inhibitor]	12%	15%	-83%[inhibitor]	3%	i
Cc1cc(Cl)ccc1N(CC(=O)N=Nc1c(O)[nH]c2ccccc12)S(C)(=O)=O	-14	i	5%	-2%	0%	?	-8%	3%	i
CCN(CCCNC(=O)CN(C)S(=O)(=O)c1ccc2c(c1)CCC(=O)N2)c1cccc(C)c1	-10	i	0%	4%	3%	14%	10%	4%	i
COc1ccc2c(c1)c(=O)cc(-c1ccccc1)n2C	6	i	0%	14%	19%	14%	-8%	1%	i
COC(=O)CCc1n[nH]c(=O)[nH]c1=O	0	i	-5%	2%	7%	-13%	-9%	-4%	-16%
Cc1ccc(-c2noc(C3CC(=O)N(c4ccc5c(c4)OCCO5)C3)n2)cc1 (stereo unspecified)	nt	nt	nt	13%	16%	-13%	-5%	nt	-32%[inhibitor]
Cc1ccc(NC(=O)Nc2cccc(F)c2)nc1	15	i	6%	22%	16%	-26%	8%	8%	-22%
O=C(NN=Cc1c(O)ccc2ccccc12)C1CC1	-4	i	?	-20%	?	nt	5%	-1%	-3%
COCC1CCCCN1C(=O)c1ccc(OC2CCN(CCc3ccccc3)CC2)cc1 (stereo unspecified)	-12	i	1%	-1%	?	8%	17%	11%	-21%
COc1cc(C(=O)Oc2c(CN3CCOCC3)cc(Cl)c3cccnc23)cc(OC)c1OC	-111*	i	17%	-9%	?	-3%	-18%	19%	-27%
Cc1cc2nc(C)n(CCCNC(=O)Nc3ccc(F)cc3)c2cc1C	13	i	0%	2%	10µM*	4%	-2%	1%	i
CCOc1ccc(CCNC(=O)CN2C(=O)c3cccnc3Oc3ccc(C)cc32)cc1OCC	13	i	-12%	24%&19%	-6%&2%	16%&36%	5%&-7%	4%	-16%&-23%
COc1ccc(C)cc1N(C)C(=O)c1sc2nc3n(c(=O)c2c1C)CCCCC3	nt	nt	nt	23%	-9%	-22%	2%	nt	11%
CC(=C/c1ccc(C(C)C)cc1)/C=N/NC(=O)Cn1nnnc1N	-13	i	-5%	-24%	20%	14%	2%	7%	i
C=CCn1c(C(C)n2c(-c3cnccn3)nc3ccccc32)nc2ccccc21 (stereo unspecified)	-9	i	11%	17%	6%	17%	-1%	nt	-12%
CCOc1cc(NC(=O)c2cccs2)c(OCC)cc1NC(=O)CCC(=O)NCCN1CCOCC1	?	i	1%	-7%	-20%	21%	-22%	10%	i
Cc1cc(C)c2c(=O)[nH]c(SCC(=O)Nc3cccc(S(=O)(=O)N(C)C)c3)nc2n1	2	i	-1%	13%	88%[activator]	23%	-3%	-2%	i
CC1=C(c2ccc(C)c(C)c2)S(=O)(=O)NC1=NCc1ccccc1Cl	nt	nt	nt	-4%	?	-25%	0%	nt	-38%
O=C(Nc1sc2c(c1C(=O)O)CCCC2)c1cccc(Cl)c1	-21	i	-11%	-11%	-31%	-10%	-16%	-3%	-69%[inhibitor]
[O-]/C(=C(\C(=S)Nc1cccc2ccccc12)[n+]1ccccc1)c1ccc2c(c1)OCCO2	-17	i	0%	-2%	-16%	?	-3%	-3%	?
CCOC(=O)[C@H]1[C@H]2COc3ccc(OC)cc3[C@@H]2N2C(=O)c3cc(C)ccc3NC(=O)[C@@]12C	10	i	2%	8%	-13%	25%	8%	5%	-14%
O=C(c1ccc(=O)[nH]c1)N1CCN(S(=O)(=O)c2ccccc2)CC1	0	i	2%	9%	24%	7%	-6%	0%	i
COc1ccc(-c2sc3ccccc3c2/C=C/c2ccc(N)cc2)cc1	1	i	2%	?	-19%	25%	19%	18%	i
Cc1ccc(NC2CCCN(C(=O)c3ccc(C)c(N4CCNC4=O)c3)C2)cc1C (stereo unspecified)	4	i	-3%	9%	3%	17%	8%	1%	i
Cc1ccc(C(=O)NC(=S)Nc2ccc(-c3ccc(CO)o3)cc2)cc1	82	i	-8%	-9%	2%	30%	-5%	5%	-35%[inhibitor]
CCOC(=O)CN1C(=O)C2(OCCCO2)c2ccccc21	12	i	-7%	-7%	15%	19%	7%	-4%	i

SMILES	DRD3 antagonist	pAkt inh	aSyn yeast inh	TDP43 rescue	GLP1R inv ag	FUS suppressor	Abeta yeast res	GLP1R ag	PTHR1 agonist
CC1C(c2ccccc2)N(C)C(c2ccccc2)CC1(O)c1ccccc1 (stereo unspecified)	?	i	?	-18%	?	-9%	-9%	-19%	-53%[inhibitor]
COC(=O)c1cccc(NC(=S)NCc2ccco2)c1	-18	i	-6%	2%	-9%	31%	-10%	2%	-30%
COc1ccccc1C(=O)NNC(=O)C(=O)N1CCCCC1	-6	i	1%	1%	1%	24%	2%	1%	i
Cc1cc(NC(=O)CSc2nnc(CNC(=O)c3ccc(C(C)(C)C)cc3)o2)no1	20	i	2%	4%	8%	26%	-8%	-6%	i
COC(=O)C1=C(C(=O)OC)[C@@H]2Nc3ccccc3[C@@]23C[C@@H](C(=O)OC)N(C(=O)c2cccs2)C3=N1	9	i	1%	-7%	7%	23%	6%	1%	i
COc1cccc(C(C#N)NCCCNC(C#N)c2cccc(OC)c2OC)c1OC (stereo unspecified)	28	i	3%	9%	18%	nt	-7%	0%	i
COc1cc(NC(=O)c2sc3nc4n(c(=O)c3c2C)CCCCC4)cc(OC)c1OC	nt	nt	nt	15%	-8%	17%	-3%	nt	-51%[inhibitor]
CCOc1ccc(CCNC(=O)COC(=O)c2ccc(OC(C)C)cc2)cc1OCC	-53*	i	-7%	6%	?	?	6%	3%	-28%
CCOC(=O)c1cc2c(=O)n3ccccc3nc2n(Cc2ccco2)c1=NC(=O)c1ccc(OC)cc1OC	47	i	6%	15%	-12%[7.66 µM]	31%	2%	0%	-15%
CN(C)c1ccc(C(CNC(=O)Cc2cccc3ccccc23)N(C)C)cc1 (stereo unspecified)	-29	nt	2%	8%	?	-13%	3%	1%	-3%
CC1(C(=O)NCCC#N)CCN1C(=O)c1ccccc1CCc1ccccc1 (stereo unspecified)	0	i	-1%	?	26%	8%	-7%	-3%	i
O=S(=O)(c1ccccc1)c1nc(-c2ccc(F)cc2)oc1NCc1ccccc1	nt	nt	nt	15%	11%	-14%	4%	nt	-15%
Cc1ccc(C(=O)CN2C(=O)NC3(CCCCCC3)C2=O)c(C)c1	-5	i	20%	4%	?	-4%	-3%	3%	-24%
CCCNC(=O)C(=O)NCC(c1ccc2c(c1)OCO2)N1CCN(c2ccc(F)cc2)CC1 (stereo unspecified)	-5	i	2%	5%	?	14%	nt	9%	-11%
CCCCC1=CC2=C(c3ccco3)C(=O)C(C)(OC(=O)c3ccc(OC)cc3)C(=O)C2=CN1c1ccccc1 (stereo unspecified)	-13	i	0%	-11%	?	?	2%	4%	5%
Brc1ccc(-c2nnc(-c3cccc(Br)c3)o2)cc1	-3	i	0%	16%	23%	-27%	-5%	-8%	-4%
CCCCCCCC/C=C\CCCCCCCC(=O)NCCO	12	i	14%&-8%	-11%	4%	?	-26%	6%	i
Cc1ccc(-n2c(-c3cccnc3)n[nH]c2=S)c(C)c1	-11	nt	nt	-8%	0%	?	22%	-2%	11%
COC(=O)N1CCCCC1c1cc(C(=O)Nc2ccc3c(c2)OCO3)no1 (stereo unspecified)	0	i	-20%	0%	-28%	0%	16%	0%	i
CCOc1ccc(N2CC(C(=O)Nc3ccc4c(c3)OCCO4)CC2=O)cc1 (stereo unspecified)	1	i	0%	0%	-26%	-1%	-5%	2%	i
CCOc1cccc(NCc2cc3c(C(C)(C)C)nn(-c4ccccc4)c3[nH]c2=O)c1	?	i	-3%	-12%	?	-33%[inhibitor]	-5%	8%	36%[57.5 µM]
COc1ccc(OCC(=O)Nc2cccc(NC(=O)COc3ccc(OC)cc3)n2)cc1	28	i	-1%	-4%	-3%	?	12%	4%	-81%[inhibitor]

Screens from PubChem.
